aDG glyco up – activators of alpha-DG glycosylation, primary screen, uHTS, Pro5-aDG cells, AlphaScreen. alpha-DG glycosylation AlphaScreen (IIH6); 0% Pro5, 100% B10-LARGE cell signal. activation, % at 10 µM. 0.22% of 360,000 active. AID 624168, 2012;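 active means activation of at least 8% versus controls, or a plate z-score of at least 8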;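 further: Pro5 are CHO cells carrying HIG-tagged alpha-DG that lacks glycosylation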
CF NFkB block – inhibitors of PAF-induced NF-kB signaling, primary screen, cell-based, GFP fluorescence, uHTS. KKLEB NF-kB-GFP reporter, GFP fluorescence overnight. 0.86% of 360,000 active. inhibition, % at 5 µM. AID 588850, 2011;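 active means at least 50% inhibition at 5 µM, scaled per plate between neutral and stimulator controls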;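 further: PAF is a Pseudomonas aeruginosa culture filtrate used as stimulus; plate controls were PAF-stimulated DMSO wells for no effect and unstimulated DMSO wells for full effect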
hiPSC survival – enhancers of single-cell hiPSC survival, primary screen, ATPlite luminescence | 100% = ROCK inhibitor wells, 0% = DMSO | survival enhancement, % at 20 µM | 0.044% of 360,000 active | AID 602274, 2012; in the data active means survival enhancement above about 18%;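 further: cells exposed to compounds for 16 hours before the ATP read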
TRPM1 prom inh – inhibitors of MITF-dependent TRPM1 promoter reporter, primary screen, cell-based, SK-MEL-5, single point, luciferase; 0.83% of 330,000 active; inhibition, % at 12.5 µM; SK-MEL-5 TRPM1 promoter luciferase, 24 h;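 active means mean inhibition across replicates of 60% or more, whatever share of single replicates reaches that level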; further: values of inactives mirror those of a sister screen read the other way
TWEAK-Fn14 inh – inhibitors of TWEAK-Fn14 signaling, primary screen, luciferase reporter cells, uHTS; TWEAK-stimulated Fn14 reporter cells, luciferase luminescence, 8 h; inhibition, % at 10 µM; 2% of 360,000 active; in the data active means inhibition above about 50%
NR2E3 ag-1 – NR2E3 agonists in two-hybrid cells, primary screen, cell-based, luminescence, CHO-S, Gal4-NCOR/VP16-NR2E3 | Photoreceptor-specific nuclear receptor (Homo sapiens), Q9Y5X4 | AID 602229, 2012 | luciferase | inhibition of corepressor binding, % at 3.98 µM | 0.35% of 360,000 active;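 active means inhibition above the mean of all tested compounds plus 3 SD, cut at about 70% in these data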;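 further: 0% = DMSO with NR2E3 transfected cells and 100% = cells lacking NR2E3 construct; higher means lower luciferase signal from less NR2E3 corepressor binding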
Target sequence (Q9Y5X4 whole entry, looked up, the tested form may be a part): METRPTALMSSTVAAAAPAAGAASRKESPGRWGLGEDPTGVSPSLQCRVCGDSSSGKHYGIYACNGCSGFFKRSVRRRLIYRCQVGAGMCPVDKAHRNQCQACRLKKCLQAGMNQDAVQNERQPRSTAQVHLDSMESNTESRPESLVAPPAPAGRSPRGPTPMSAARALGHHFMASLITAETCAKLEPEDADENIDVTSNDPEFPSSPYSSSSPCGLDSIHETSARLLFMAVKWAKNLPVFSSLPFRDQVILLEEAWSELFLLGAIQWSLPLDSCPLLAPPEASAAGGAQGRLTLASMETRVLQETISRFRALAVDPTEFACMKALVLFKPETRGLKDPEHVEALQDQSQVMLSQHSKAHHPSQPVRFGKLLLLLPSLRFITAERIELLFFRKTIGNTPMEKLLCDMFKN
Peg3 promoter – Peg3 promoter-driven luciferase inhibitors, primary screen, cell-based, HeLa, luciferase luminescence; 1.7% of 360,000 active; HeLa PEG-Prom luciferase reporter, overnight; inhibition, % at 20 µM;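 active means inhibition of at least 50% at 20 µM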
NR2E3 ag-2 – inhibitors of NR2E3-RetCOR corepressor binding, primary screen, NR2E3 agonist project, biochemical, TR-FRET, GST-NR2E3, biotin-RetCOR; Photoreceptor-specific nuclear receptor (Homo sapiens), Q9Y5X4; 1536-well; 0.12% of 320,000 active; AID 2300, 2010; inhibition of corepressor binding, % at 4.78 µM;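 active means percent inhibition above the cutoff of mean plus 3 SD of all tested compounds, set per screening campaign, cut at about 20% in these data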;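 further: 0% = DMSO wells and 100% = biotin wells as full block of FRET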
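Test system – NR2E3–RetCOR corepressor complex · Quantity – NR2E3 fusion 1.35 nM · Buffer or medium – Tris pH 7.5 · Incubation – Compound–protein incubation for 5 h at 4 °C · Technique – TR-FRET, Eu(K)-anti-GST donor, streptavidin-D2 acceptor, ex 340, em 617/671 nm · Evaluation – percent inhibition of 671/617 nm emission ratio versus biotin and DMSO controls · Plate – 1536-well format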
HIF-2a inh – HIF-2a reporter inhibitors, primary screen, luminescence, 786-0 RCC cells | 786-0 RCC cells HIF-2a reporter, luciferase luminescence, overnight | inhibition, % at 18.8 µM | 0.72% of 360,000 active;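 active means inhibition of the luminescence signal of 40% or more relative to plate controls, in a single-dose primary screen at 18.75 µM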
Shn3 3UTR inh – reduction of Shn3 3'UTR firefly luciferase signal, primary screen, Schnurri-3 inhibitor project, cell-based, Clone20 osteoblasts, set 2; Clone20 osteoblast Shn3 3'UTR firefly luciferase, 24 h; inhibition, % at 12.5 µM; 0.52% of 360,000 active;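 active means mean inhibition of at least 75% with every replicate also reaching 75%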;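 further: 0% = median of neutral control wells and 100% = pilot-screen positive control compound; some compounds past the cut are filed as inactive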
KKLEB cytotox – cytotoxicity in KKLEB CF airway cells, primary screen, cytotoxicity control for CF NF-kB inhibitor project, cell-based, uHTS, fluorescence assay plates; KKLEB CF airway cells viability, ATPlite luminescence, overnight; hits give low values; cells stimulated with P. aeruginosa culture filtrate; activity change (cytotoxicity), % at 5 µM; 0.36% of 360,000 active; AID 602141, 2011;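 active means corrected activity change at or below -50% at 5 µM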
The depositor's hits bear a star; . = not tested or not shown.

SMILES	aDG glyco up	CF NFkB block	hiPSC survival	TRPM1 prom inh	TWEAK-Fn14 inh	NR2E3 ag-1	Peg3 promoter	NR2E3 ag-2	HIF-2a inh	Shn3 3UTR inh	KKLEB cytotox
O=C(N/N=C/c1ccco1)c1cccc(N2Cc3ccccc3C2)c1	0.2	-27	1.2	4	-20	-49	-6	0	-9	-2	8
COc1ccc([C@H]2CC(=O)C=C(c3cccc4c3Oc3ccccc3S4)C2)cc1	-0.1	17	-1.6	9	12	-6	15	3	11	17	-15
CCCCc1cc(=O)oc2cc(OS(C)(=O)=O)ccc12	-0.3	1	0.4	6	-11	-23	-13	2	-46	-6	4
O=C(NCCNC(=O)c1ccc(-c2ccc(Cl)c(Cl)c2)o1)c1cnccn1	-0.2	-33	-0.2	-21	11	-22	0	0	-38	0	-3
O=C(COC(=O)C12CC3CC(CC(C3)C1)C2)NCCc1ccccc1	-0.1	-4	-2.1	-1	-9	2	19	4	1	-1	-5
COc1ccc(OC)c(NC(=O)CNC(=O)c2ccc([N+](=O)[O-])cc2)c1	0.1	12	-0.8	-3	-9	-16	-4	0	4	-3	10
Cc1nonc1NC(=O)CSc1nc2ccccc2cc1C#N	-0.1	-17	0.6	-29	-3	-42	-75	-4	-160	-51	-18
Cn1cc(Br)c(C(=O)n2cc(Br)cn2)n1	0.3	10	-0.3	5	1	9	12	-2	20	20	-3
COc1cc(OC)cc(C(=O)NNC(=S)Nc2ccc(S(N)(=O)=O)cc2)c1	0.2	-5	-0.5	3	11	-36	9	1	11	-14	1
Cc1cc(C)cc(NC(=O)CSc2nc3c(oc4ccccc43)c(=O)n2-c2ccccc2)c1	0.2	-21	0.1	7	-13	-17	11	4	16	6	5
O=C(CCc1nnc2ccc(N3CCC4(CC3)OCCO4)nn12)Nc1cc(F)ccc1F	0.1	14	3.1	5	17	4	-8	2	6	-9	-16
Cc1ccccc1NC(=O)Cc1nnc(N)s1	-0.1	-6	0.7	5	10	-10	11	13	10	12	19
CCOc1ccc(Cn2c(=O)sc3ccccc32)cc1OC	0.4	8	-0.7	0	0	5	5	2	8	34	-18
N#CC(c1ccncc1)(c1ncc(C(F)(F)F)cc1Cl)N1CCOCC1 (stereo not drawn)	0.0	13	-0.3	-23	5	-27	-19	7	-16	-23	-4
CC1CCN(c2c(NCC3CCC(C(=O)NCc4ccccc4Cl)CC3)c(=O)c2=O)CC1 (stereo not drawn)	0.2	10	1.8	.	-9	-17	14	3	16	1	-2
COc1cc(NC(=O)c2ccc(Cl)cc2Cl)ccc1NC(=O)c1cccs1	0.1	3	-0.2	-21	-14	2	-21	0	-129	-22	12
CCOc1ccccc1-n1c(C)nc2cc(C(=O)O)ccc21	0.2	-4	-0.5	6	6	-35	8	-1	15	-14	1
Cc1ccc(C(=O)NCC(=O)OCC(=O)Nc2cc(S(=O)(=O)N3CCOCC3)ccc2C)cc1	-0.4	-19	-0.7	2	6	8	8	1	-1	7	6
COc1ccc(CN(C)CC(=O)Nc2ccc(SC(F)F)cc2)cc1OC	1.5	12	-0.5	1	30	16	12	-2	25	16	-11
CCOc1ccccc1N(CC(=O)Nc1cccnc1)S(C)(=O)=O	-0.1	-6	1.0	2	1	-10	3	2	10	-14	16
O=C(Cc1ccccc1F)Nc1ccccc1-c1ccccc1	0.3	22	1.0	-28	-19	-58	-138	-1	-164	-40	-23
C/C(COc1ccccc1)=N\NC(=O)c1nnn(-c2nonc2N)c1CSc1ccc(C)cc1	0.2	-5	-3.2	.	-8	17	16	.	14	4	6
COc1ccc(N2CCN(C(=O)CCC(=O)N3CCOc4ccc(C)cc43)CC2)cc1	-0.1	-14	-2.8	.	4	12	10	-1	4	3	-10
O=C(CCCN1C(=O)c2cccnc2C1=O)Nc1ccc(F)cc1Cl	-0.1	1	-0.2	-6	-11	-15	6	-1	12	-3	1
COc1ccccc1NC(=O)c1ccc2nc(C)c(C)nc2c1	0.4	16	0.0	-7	6	-17	-13	0	-42	16	-6
Cc1onc(-c2ccccc2Cl)c1C(=O)NC(=S)Nc1ccc(C(C)(C)C)cc1	0.0	4	0.1	11	7	6	14	0	16	17	-6
CCOc1ncccc1C(=O)Nc1ccc(S(=O)(=O)Nc2nccs2)cc1	-0.1	10	-0.6	-6	-29	-13	10	2	13	0	-7
Cc1ccnc(NC(=O)C2CCC(CNc3c(N4CCCC4)c(=O)c3=O)CC2)c1 (stereo not drawn)	-0.2	33	-4.2	.	15	4	9	0	16	-8	-12
CN1CCN(S(=O)(=O)c2cccc(C(=O)Nc3cccc(S(N)(=O)=O)c3)c2)CC1	-0.1	4	0.3	0	15	-22	5	1	14	13	-5
COc1cc(S(=O)(=O)NC(C)C)ccc1Cl	0.0	12	0.2	0	-3	7	6	3	2	-37	-11

3 entries from above, arranged by SMILES length, smallest number first.
SMILES	aDG glyco up	CF NFkB block	hiPSC survival	TRPM1 prom inh	TWEAK-Fn14 inh	NR2E3 ag-1	Peg3 promoter	NR2E3 ag-2	HIF-2a inh	Shn3 3UTR inh	KKLEB cytotox
COc1cc(OC)cc(C(=O)NNC(=S)Nc2ccc(S(N)(=O)=O)cc2)c1	0.2	-5	-0.5	3	11	-36	9	1	11	-14	1
Cc1ccnc(NC(=O)C2CCC(CNc3c(N4CCCC4)c(=O)c3=O)CC2)c1 (stereo not drawn)	-0.2	33	-4.2	.	15	4	9	0	16	-8	-12
COc1ccc([C@H]2CC(=O)C=C(c3cccc4c3Oc3ccccc3S4)C2)cc1	-0.1	17	-1.6	9	12	-6	15	3	11	17	-15

More entries follow:
SMILES	aDG glyco up	CF NFkB block	hiPSC survival	TRPM1 prom inh	TWEAK-Fn14 inh	NR2E3 ag-1	Peg3 promoter	NR2E3 ag-2	HIF-2a inh	Shn3 3UTR inh	KKLEB cytotox
O=C(COCC(=O)NCc1ccccc1)NCc1ccccc1	0.0	12	0.7	-6	7	-14	12	0	14	3	-4
COc1ccc(CNC(=O)c2ccc(NC(=O)CC3SC(N4CCCCC4)=NC3=O)cc2)cc1 (stereo not drawn)	0.0	0	-2.4	3	12	6	0	1	-4	3	-3
CN(C)/C=C(\C=O)c1ccc(Cl)cc1Cl	-0.1	-11	2.8	-8	4	-9	-194	2	8	9	9
N#Cc1c(-c2ccc3c(c2)OCO3)ccn2nc(-c3cccc(C(F)(F)F)c3)nc12	-0.3	25	2.9	-40	11	0	8	0	-25	-11	-31
Cc1nn(-c2ccccc2)nc1C(N)=O	-0.2	-12	-0.1	-15	6	-15	-9	2	-6	1	21
O=c1ccc2ccc(Oc3ccc([N+](=O)[O-])cc3Cl)cc2o1	0.2	-16	0.4	12	-6	-47	-10	-5	-22	12	10
O=C(COC(=O)Cn1cnc2ccccc21)Nc1cccc2c1C(=O)c1ccccc1C2=O	1.6	-82	-0.1	45	-63	-18	11	1	-54	4	-7
NC(=S)N/N=C1\CCOc2ccc(F)cc21	0.2	6	-0.2	17	9	-4	7	-1	-3	-18	-4
Cc1ccc(S(=O)(=O)N(C)C)cc1NC(=O)C(C)OC(=O)c1ccc2ccccc2n1 (stereo not drawn)	-0.1	-1	-2.5	3	-12	-1	2	1	2	-8	-5
CCc1nnc(NC(=O)CSc2ncnc3c2oc2ccccc23)s1	-0.1	17	1.0	14	2	-19	44	4	13	2	-11
CCOC(=O)CNC(=O)c1cc(-c2ccccn2)nc2c(C)c(Cl)ccc12	-0.1	-21	0.0	1	-2	-20	6	1	3	-16	-2
COc1ccccc1/C=C/C=N/NC(=O)c1ccccn1	-0.3	-16	0.3	-112	13	-99	-244	-1	-272	-66	7
Cc1ccc(S(=O)(=O)NCCCNC(=O)N2CCOCC2)cc1	-0.3	-19	4.3	2	13	20	-1	2	11	-4	8
CCn1c(SCc2cccc(C)c2)nnc1-c1ccccc1	0.8	20	-1.1	-16	-11	2	-10	-1	-35	3	4
Cn1cnc(Sc2ncnc3nc[nH]c23)c1[N+](=O)[O-]	0.0	-7	0.4	34	-4	-8	41	2	27	55	11
CCOc1ncccc1C(=O)OCC(=O)c1cc(C)n(Cc2ccco2)c1C	1.2	25	1.4	-40	0	-81	-196	3	-103	-51	-14
CCN(CC)S(=O)(=O)c1cccc(C(=O)N/N=C/c2cccc(O)c2O)c1	0.4	10	-1.6	16	-40	-28	42	-2	-21	90*	-14
CCN(CC)C(=O)C1CCCN(C(=O)Nc2ccc(NC(=O)N3CCCC(C(=O)N(CC)CC)C3)cc2)C1 (stereo not drawn)	-0.2	3	-0.2	2	13	-1	11	4	2	3	6
Cc1cccc(OC(C)C(=O)Nc2cc(Cl)ccc2-n2cncn2)c1 (stereo not drawn)	0.0	13	-0.4	18	12	-10	12	7	11	25	-5
CCCCOC(=O)C[N+](C)(C)CCOC1CC2CCC1(C)C2(C)C (stereo not drawn)	-0.1	-9	2.8	18	0	4	-3	4	3	38	-4
CCOc1ccc2nc(NC(=O)CSc3nc4cccnc4n3C)sc2c1	1.2	19	-3.3	-25	-9	-13	-25	0	-27	17	-22
COc1cc(NC(=O)CSc2nnc(-c3ccncc3)o2)cc(OC)c1OC	0.1	22	-0.4	7	1	-19	4	0	15	7	-20
Cc1cc(C(=O)NNC(=O)c2ccc(C)s2)c(C)o1	-0.2	28	-0.2	9	-3	-10	-12	0	-1	-4	9
CSc1ccc(Cl)c(C(=O)Nc2ccc(Cl)cn2)c1	-0.2	-9	0.1	11	-3	-20	15	3	-28	-8	-2
O=C(Cc1csc(-c2ccccc2)n1)NCc1cccs1	0.0	-1	-0.3	-7	8	-20	-26	3	-69	-4	-4
NNS(=O)(=O)c1ccc2c(c1)Cc1cc(S(=O)(=O)NN)ccc1-2	-0.1	-6	-0.8	3	-33	-6	8	-2	9	2	1
O=C(c1ccco1)N1CCN(C(=O)c2ccc(-c3ccccc3Cl)o2)CC1	0.2	-28	0.2	-83	-15	-46	-199	0	-304	-46	11
CCCC(=O)Nc1c2c(nn1-c1ccccc1)CSC2	-0.2	4	0.4	-5	-255	6	-3	-2	1	10	-2
CC1(C)OC(=O)C2=C(C[C@@H](C3CCCCC3)O[C@@H]2c2ccc(F)cc2)O1	0.7	.	1.3	.	-3	5	.	.	4	.	.
CCN(CC)C(=O)COc1ccc(S(=O)(=O)N2CCCC2)cc1	0.0	-4	0.1	-5	2	-18	10	3	-6	4	-3
CC1(C)CC(=O)c2cnc(NC(=O)C3CCCC3)nc2C1	-0.1	4	0.2	-11	1	1	-21	1	-32	-10	-2

High-throughput results (PubChem BioAssay)

Hits appear at their usual frequency, and some 4.4% of all compounds hit somewhere here.
